From PubChem
DENV2 CPE: inhibitors of DENV2 cytopathic effect; hit rate 1.7% among 350,000; CPE inhibition, % at 9.99 µM; AID 651640; DENV2-infected cells, cytopathic effect rescue, plate reader; in the data active = CPE inhibition above about 20%, passing the limit was not always enough; tested in BHK-21 cells;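 note: 0% = median of neutral control wells and 100% = median of positive control wells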
CASP6 VEID inh: caspase-6 (human) enzyme inhibition. P55212. purified caspase-6, Z-VEID-R110 cleavage fluorescence. inhibition, % at 12.5 µM. hit rate 0.53% among 350,000;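 active = mean inhibition across replicates at least about 35%, with every replicate also reaching that limit, limit read from the data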;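 note: 0% = median of neutral control wells and 100% = no fluorescence left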
RAD54 inh: RAD54 (human) branch migration inhibition; Q92698; RAD54 Holliday junction branch migration, FAM/BHQ fluorescence; inhibition, % at 10.4 µM; hit rate 0.14% among 360,000;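 active = mean normalized replicate activity at least 40 and at least half of replicates scoring 40 or more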;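 note: 0% = median of neutral control wells and 100% = median of positive control wells; inhibitors cause a drop in the FAM fluorescence signal; in these data hits start at about 50%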
RAD52 inh: inhibitors of human RAD52 DNA annealing; P43351; hit rate 0.46% among 360,000; recombinant RAD52 DNA annealing, FRET fluorescence; inhibition, % at 18.7 µM;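 active = every replicate showing at least 50% inhibition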
Target sequence (P43351 whole entry, looked up): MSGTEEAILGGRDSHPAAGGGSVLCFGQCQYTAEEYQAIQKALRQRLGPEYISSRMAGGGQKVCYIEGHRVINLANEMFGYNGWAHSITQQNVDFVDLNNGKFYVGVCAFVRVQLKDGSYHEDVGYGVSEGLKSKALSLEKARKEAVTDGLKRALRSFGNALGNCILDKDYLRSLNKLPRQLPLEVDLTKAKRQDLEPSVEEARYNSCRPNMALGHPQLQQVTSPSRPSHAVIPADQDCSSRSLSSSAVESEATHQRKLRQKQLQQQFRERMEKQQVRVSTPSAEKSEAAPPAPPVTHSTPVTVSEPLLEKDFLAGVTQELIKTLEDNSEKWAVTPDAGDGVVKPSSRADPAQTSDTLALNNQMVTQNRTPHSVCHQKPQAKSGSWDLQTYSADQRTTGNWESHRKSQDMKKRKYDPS
F508del corr: CFTR F508del correction in bronchial cells; hit rate 0.36% among 350,000; CFBE cells, YFP halide quenching; stimulated with forskolin plus potentiator P3; % fluorescence drop versus neutral controls; activity (quench increase), % at 7.58 µM;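 active = mean added fluorescence quench of at least 8% versus neutral control, with both replicates also reaching 8%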;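 note: cells transiently co-express mutant CFTR-F508del with the halide-sensitive YFP; corrector assay measuring rescue of mutant channel to the surface after 24 h compound exposure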
E-sel inducer: E-selectin induction on HUVECs; hit rate 0.37% among 260,000; HUVEC E-selectin immunofluorescence imaging; normalized: neutral wells 0, TNF-alpha wells 100; AID 686992; activation, % at 7.58 µM; P16581;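 active = mean E-selectin-positive cell signal at least 10% of the positive control, reached in at least 60% of replicates, without over 20% cell loss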;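 note: in these data hits start at about 27%; measured in HUVEC primary endothelial cells; signal is the percent of cells scored E-selectin positive by PE staining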
Target sequence (P16581 whole entry, looked up): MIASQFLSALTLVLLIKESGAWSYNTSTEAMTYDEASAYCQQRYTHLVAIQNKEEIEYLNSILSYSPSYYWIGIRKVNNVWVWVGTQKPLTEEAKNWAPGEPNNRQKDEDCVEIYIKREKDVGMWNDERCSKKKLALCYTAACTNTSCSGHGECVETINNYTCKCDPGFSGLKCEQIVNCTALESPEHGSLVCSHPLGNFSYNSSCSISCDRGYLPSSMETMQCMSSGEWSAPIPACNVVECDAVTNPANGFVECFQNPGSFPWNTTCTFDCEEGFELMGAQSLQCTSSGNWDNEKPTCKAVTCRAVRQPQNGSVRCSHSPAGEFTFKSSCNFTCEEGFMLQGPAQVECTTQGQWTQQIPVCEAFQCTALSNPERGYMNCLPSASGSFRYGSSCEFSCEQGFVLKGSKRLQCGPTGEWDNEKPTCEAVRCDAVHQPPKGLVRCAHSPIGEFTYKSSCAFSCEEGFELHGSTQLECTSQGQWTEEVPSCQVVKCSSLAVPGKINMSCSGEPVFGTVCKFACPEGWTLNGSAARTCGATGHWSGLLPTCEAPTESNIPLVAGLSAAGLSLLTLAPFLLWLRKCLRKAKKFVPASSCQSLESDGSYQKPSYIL
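Assay system: HUVEC, human umbilical vein endothelial cells / Amount: 3,000 HUVEC/well / Controls: TNF-alpha positive control, DMSO neutral control / Compound dosing: single concentration / Medium: EGM-2 over gelatin coat / Evaluation: percent E-selectin-positive cells / Signal: immunofluorescence imaging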
GSIS activator: GLuc luminescence reporter in INS-1E cells, primary screen for activators of glucose-dependent secretion of insulin; hit rate 0.61% among 370,000; activation, % at 16.6 µM; AID 743287; INS-1E GLuc reporter insulin secretion, 2-3 h;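 active = lowest replicate activation of at least 40%, so every replicate reaches that level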;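 note: 0% = median of neutral control wells and 100% = median of IBMX positive control wells; some compounds called inactive have numbers as strong as hits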
Xi reactivation: X-chromosome reactivation activator; XiGFP mouse fibroblasts, % GFP-positive cells imaging, 3 d; cells co-treated with 5-aza-dC sensitizer; scaled so ellipticine positive control = 100%; activation, % at 7.58 µM; hit rate 0.055% among 360,000;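 active = mean normalized replicate activation at least 10% and every replicate at or above 10%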;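 note: 0% = median of on-plate neutral control wells and 100% = ellipticine 6 µM median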
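System: 68-5-11 XiGFP fibroblast line; Timing: 3 days compound exposure; Compound dosing: one concentration, pinned; Benchmarks: positive control ellipticine, 6 µM final; Buffer or medium: DMEM containing 5-aza-dC.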
The depositor's hits bear a star; nt = no result given. Rows were taken by chance; any-hit rate near 3.7%.

canonical_smiles	Xi reactivation	F508del corr	DENV2 CPE	CASP6 VEID inh	RAD52 inh	E-sel inducer	RAD54 inh	GSIS activator
CC(=O)N(C)C[C@H]1Oc2cc(C#C[C@H](C)O)ccc2S(=O)(=O)N([C@H](C)CO)C[C@H]1C	0.2	0.7	-14	-2	4	-0.2	-9	6
Cc1cccc(Nc2nc(NCC3CCCO3)nc(N)c2[N+](=O)[O-])c1 (centres undefined)	0.0	2.0	5	-5	-1	nt	nt	-4
C=CCNc1nnc(SCC(=O)Nc2ccccc2OC)c2ccccc12	0.3	-0.3	-6	3	-6	-0.1	5	-11
Cc1ccc(CC(=O)Nc2ccc(OC(F)F)c(Cl)c2)cc1C	0.1	-0.3	nt	-1	-4	nt	nt	-16
CCCN(C(=O)Cn1c(C(F)(F)F)nc2ccccc21)C1CCS(=O)(=O)C1 (centres undefined)	0.1	-4.9	5	-2	-9	nt	8	13
COc1ccccc1C(CNc1ncccc1[N+](=O)[O-])N(C)C (centres undefined)	0.0	0.7	0	nt	-18	nt	-3	6
O=c1cc(CN2CCN(Cc3ccccc3)CC2)c2cc3c(cc2o1)CCC3	0.4	-0.2	-7	-1	-43	nt	-8	0
O=C(Nc1ccc2nc(-c3cccnc3)[nH]c2c1)c1ccco1	0.0	0.8	7	2	6	0.0	8	nt
O=C(C[C@H]1CC[C@H](NC(=O)Nc2cc(F)ccc2F)[C@H](CO)O1)NCc1ccc2c(c1)OCO2	0.1	1.5	-2	1	11	0.5	-4	-6
COc1ccc(CN(C)C[C@H]2Oc3ccc(NC(=O)Nc4ccc(C(F)(F)F)cc4)cc3CC(=O)N([C@@H](C)CO)C[C@@H]2C)cc1	0.1	0.1	-3	3	14	0.1	-3	-21
CCOC(=O)c1ccc(NC(=O)c2nc[nH]c2C(=O)NCCNC(=O)c2[nH]cnc2C(=O)Nc2ccc(C(=O)OCC)cc2)cc1	0.0	3.1	-3	-2	-52	-0.1	-3	14
NS(=O)(=O)c1cc(C(=O)NC2CCSc3ccccc32)ccc1Cl (centres undefined)	0.3	1.6	6	80*	-14	nt	-1	8
C/C(=N\NC(=O)Cn1ccc(C(F)(F)F)n1)c1ccco1	0.0	2.7	-5	-1	1	nt	nt	-1
[O-]c1c[n+](-c2ccccc2)no1	0.1	-1.2	-4	0	-10	nt	nt	1
C#CC(CC)(CC)NC(=O)/C=C/C(=O)O	0.0	-4.0	6	-1	-11	nt	nt	nt
CC(=O)Nc1ccc(S(=O)(=O)N2CCC(N3CCCCCC3)CC2)cc1	0.0	0.7	6	-53	5	nt	-32	nt
CN(C(=O)COC(=O)CCC(=O)c1ccc(Cl)cc1)c1c(N)n(Cc2ccccc2)c(=O)[nH]c1=O	0.0	-2.6	3	5	-11	-0.1	-8	-6
COc1ccc(S(=O)(=O)N2CCN(CCCOc3ccc(F)cc3)CC2)cc1OC	0.4	0.0	3	-2	-8	-0.1	-7	3
CC(=O)Oc1ccccc1C(=O)OCO/N=[N+](\[O-])N1CCC[C@H]1C(=O)O	nt	0.2	-2	-2	6	nt	-12	nt
O=S(=O)(c1ccccc1)N1CCCCN2[C@H](CO)[C@H](c3ccc(C#Cc4ccccc4)cc3)[C@@H]2C1	0.2	2.3	-4	1	1	-0.1	8	-30
COc1ccc(C(O)(CC(C)C)C(CN2CCOCC2)c2ccccc2)cc1 (centres undefined)	0.0	-2.9	19	-1	-10	-0.2	-3	-24
Cc1ccc(C(=O)Nc2ccc3c(c2)C(=O)NC3=O)cc1	-0.1	0.6	2	-1	-5	0.0	1	4
COc1ccc([C@@H]2CC(=O)[C@@H]3CN(S(=O)(=O)c4ccc(C)cc4)[C@H](c4cccc(Cl)c4)C[C@@H]3N2S(=O)(=O)c2ccccc2)cc1	0.0	-0.7	-6	1	-8	-0.1	-5	8
CN1C(=O)c2cc(NC(=O)c3ccc(C(F)(F)F)cc3)ccc2OC[C@H]2O[C@H](CC(=O)O)CC[C@H]21	-0.1	0.5	1	0	-3	0.0	-1	-2
O=C(N[C@H]1CC[C@H](CCn2cc(C3(O)CCCC3)nn2)O[C@@H]1CO)C1CC1	0.1	1.5	5	-2	-7	0.2	3	-4
COC(=O)c1c(NC(C)=O)sc(C(=O)N2CCOCC2)c1C	0.1	0.9	-5	3	-6	nt	nt	3
CCCNC(=O)CN1C(=O)COc2ccc(S(=O)(=O)N3CCCCCC3)cc21	0.0	-1.2	0	0	-6	nt	-11	19
CCOC(=O)C1=C(COC(=O)c2ccc(Br)o2)NC(=O)NC1C (centres undefined)	0.3	0.9	10	2	-14	-0.5	14	36
CC(C)NC(=S)NCc1cccs1	0.0	2.8	-4	-3	4	15	nt	-14
CCOc1ccccc1-n1c(=O)c2ccccc2c2ccccc2c1=O	0.1	nt	14	3	-1	nt	nt	29

Additional compounds follow:
canonical_smiles	Xi reactivation	F508del corr	DENV2 CPE	CASP6 VEID inh	RAD52 inh	E-sel inducer	RAD54 inh	GSIS activator
COc1ccc(CNC(=O)[C@@H](Cc2ccccc2)NC(=O)[C@H]2O[C@@H](n3ccc(=O)[nH]c3=O)[C@H](O)[C@@H]2O)cc1	0.4	2.2	-10	0	-10	-0.1	nt	nt
COc1ccc(NC(=O)c2ccccc2NC(=O)c2ccccc2)cc1	0.0	2.1	1	-2	-1	0.2	2	-4
O=C(CCCCCNC(=O)c1ccccc1Cl)N/N=C/c1ccco1	0.3	-2.3	10	2	-23	nt	nt	9
CCSc1nc(COC(=O)NC)c(COC(=O)NC)n1C	0.1	-1.8	-3	0	0	0.0	nt	nt
O=S(=O)(c1ccc(F)cc1)N1CC[C@@H]2[C@@H](CO)Nc3ccc(-c4ccccc4F)cc3[C@@H]21	0.0	1.1	78*	-1	-13	-0.6	8	-7
CCNC[C@@H]1[C@H](c2ccccc2)[C@H](CO)N1C(=O)Cc1ccccn1	0.1	2.1	12	nt	-33	-0.1	-4	8
O=C(Nc1ccccc1)Nc1ccccc1C(=O)NCCCN1CCOCC1	0.2	-1.2	7	-1	-7	-0.2	nt	17
CC(CNC1CCCCC1)OC(=O)c1ccc([N+](=O)[O-])cc1 (centres undefined)	0.0	-2.1	2	0	1	-0.1	nt	2
Cc1cc(C)n2nc(S(=O)(=O)Nc3c(Cl)cccc3Cl)nc2n1	0.0	2.8	7	0	-2	nt	3	-3
CC(=O)N1CC(=O)N2[C@H](CO)[C@@H](c3ccc(C#Cc4cccnc4)cc3)[C@H]2C1	0.5	0.2	-2	0	12	0.3	nt	4
CSCCC(NS(=O)(=O)c1ccc(Cl)c(Cl)c1)C(=O)O (centres undefined)	0.0	0.3	-2	2	-14	-0.2	nt	nt
CCC1SC(CC)C(=O)N(CC(=O)NCc2ccc(F)cc2)C1=O (centres undefined)	0.4	-1.1	-4	2	-6	-0.8	nt	-21
COc1cc(C(O)c2nc(-c3cccc(C#N)c3)cs2)ccc1F (centres undefined)	0.4	1.9	-6	2	-8	0.3	-13	-10
CCOC(=O)[C@H]1NN=C(C(=O)OC)[C@@H]1c1ccccc1	0.0	nt	-2	-1	12	0.4	nt	-2
N#CCCN(Cc1ccccc1)C(c1ccnc2ccccc12)c1nnnn1-c1ccc2c(c1)OCCO2 (centres undefined)	0.0	2.5	-2	-6	-2	-0.6	nt	-15
Cc1ccc(C(=O)NCCOc2cccc3cccnc23)cc1Cl	-0.1	-1.1	13	1	-7	nt	nt	1
CCCCCN(C(=O)CN1CCC(Cc2ccccc2)CC1)c1c(N)n(CCCC)c(=O)[nH]c1=O	0.0	-0.2	-3	2	-142	nt	nt	1
COc1ccc(Cl)cc1C(=O)OCC(=O)Nc1sccc1C(N)=O	0.2	5.9	-4	5	-37	0.1	3	5
CC(=O)C(C)Sc1nnc(-c2ccccc2F)n1C1CC1 (centres undefined)	0.2	0.6	3	4	0	0.3	-3	-1
CC(C)N(Cc1ccccc1)C(=O)c1cnc2n(c1=O)CCS2	0.0	1.8	12	-2	-6	nt	19	2
CC(C)c1cn(CC[C@H]2CC[C@@H](NS(=O)(=O)Cc3ccccc3)[C@@H](CO)O2)nn1	0.1	-3.1	-1	0	-11	-0.3	-4	13
CC1CN(S(=O)(=O)c2ccc(C(=O)Nc3ccc(S(=O)(=O)Nc4ncccn4)cc3)cc2)CC(C)O1 (centres undefined)	0.2	nt	0	-2	-9	3.3	nt	nt
Cc1ccc(NS(=O)(=O)c2c(C)[nH]c(C)c2C(=O)N2CCCCC2)cc1C	0.1	1.0	2	-1	-11	nt	-3	-8
CCOc1ccc(N2C(=O)Nc3ccccc3C2(O)C(=O)NCc2ccc(F)cc2)cc1 (centres undefined)	0.0	-0.9	3	-1	-9	0.0	-1	-4
COc1ccc(CCNC(=O)COC(=O)/C=C/c2ccc3c(c2)OCO3)cc1	0.4	0.7	-2	-2	-2	0.1	7	-4
COc1cc(C=O)c(Cl)cc1OCC(N)=O	0.0	-1.6	-6	-1	-1	nt	nt	13
CS(=O)(=O)N(CC(=O)N1CCCCC1)c1cccc(F)c1	0.0	1.5	2	-1	-17	nt	nt	1
C[C@@H]1CN([C@@H](C)CO)C(=O)Cc2cc(NC(=O)C3CCCCC3)ccc2O[C@H]1CN(C)Cc1ccc(-c2ccccc2)cc1	0.2	-3.2	-18	-1	-2	-2.5	10	-17
CCCCNS(=O)(=O)c1ccc2nc(SCC(=O)Nc3ccccc3)[nH]c2c1	0.2	nt	-2	12	-11	0.8	nt	nt
O=Cc1cccn1Cc1ccccc1[N+](=O)[O-]	0.6	-2.5	-6	1	-18	nt	0	12

Remaining list, next part
canonical_smiles	Xi reactivation	F508del corr	DENV2 CPE	CASP6 VEID inh	RAD52 inh	E-sel inducer	RAD54 inh	GSIS activator
O=c1c2nnn(-c3cccc(F)c3)c2ncn1Cc1ccccn1	0.1	0.2	2	4	2	5.3	nt	-6
CCCNC(=O)[C@@H]1[C@@H](CO)[C@@H]2Cn3c(ccc(/C=C/c4ccccc4)c3=O)[C@@H]2N1CC	-0.1	nt	4	-3	-4	-0.1	-10	-13
COc1cccc(CN2[C@@H](CO)[C@@H](c3ccccc3)C23CN(C(=O)C2CCOCC2)C3)c1	0.1	1.7	-2	-1	-47	-0.3	nt	-5
CCOC(=O)c1c(NC(=O)CSc2ncccn2)sc2c1CCN(Cc1ccccc1)C2	0.2	-4.3	nt	-2	21	nt	nt	-13
COc1cc(CNc2ccc(N3CCN(C(C)=O)CC3)cc2)ccc1OCc1ccc(F)cc1	0.0	-1.9	-2	1	-3	-2.1	nt	-5
COc1ccc(CN(C)C[C@@H]2Oc3ccc(NS(=O)(=O)c4cccs4)cc3C(=O)N([C@@H](C)CO)C[C@@H]2C)cc1	-0.9	-1.6	3	1	8	-12	nt	2
O=C(O)CCC(=O)NCc1ccc2[nH]c3c(c2c1)CCCC3	0.2	1.1	-1	42*	-35	-0.1	-14	7
Nn1cnnc1N/N=C\c1ccc(-c2ccccc2[N+](=O)[O-])o1	0.1	nt	-2	10	-56	nt	-1	nt
COc1ccc(-c2cccc(NS(=O)(=O)c3cc([N+](=O)[O-])c(C)c([N+](=O)[O-])c3)c2)nn1	0.3	-2.0	8	6	-15	4.3	-15	-29
O=C(N/N=C/c1cc([N+](=O)[O-])ccc1O)C12CC3CC(CC(C3)C1)C2	1.4	0.3	-1	-3	-23	0.0	nt	-7
